HSF1 inh – HSF1 inhibitors in luciferase reporter cells, primary screen, cell-based, NIH3T3, luminescence; hit rate 0.77% among 300,000; NIH3T3-HGL HSE-luciferase, MG132-induced, luminescence 8 h; hits give low values; activity change, negative = inhibition, % at 7.5 µM (by protocol); AID 2098, 2009;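 active = more than half of replicate wells show activity change below -50%, luminescence cut by over half; inconclusive = some wells, but at most half, below -50%; inactive = no replicate well below -50%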;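 also: luciferase reports HSF-1 transcriptional activity via heat shock element; 0% = median of DMSO wells and -100% = zero luminescence signal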
HSP90 inh – HSP90 inhibitors, primary screen, cell lysate, luminescence | Rabbit reticulocyte lysate, luciferase refolding luminescence, 3 h | inhibition, % at 5.6 µM | AID 1789, 2009 | Heat shock protein HSP 90 (rabbit reticulocyte lysate; luciferase refolding) | hit rate 0.91% among 290,000;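 active = inhibition above the screen-wide mean plus 3 SD, computed separately per campaign, cut at about 16% in these data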;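 also: 0% = DMSO wells and 100% = 60 µM geldanamycin wells; inhibitors lower the luminescence because luciferase stays unfolded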
HSF1 activator – HSF-1 activators, primary screen, NIH3T3-HGL cells, MG132 stress, luminescence, single point; hit rate 1.7% among 300,000; activation, % at 9 µM; NIH3T3-HGL HSF-1 luciferase reporter, 8 h; 100% = twice DMSO control signal; AID 504408, 2011;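 active = mean replicate activation of at least 50% with a set share of replicates each reaching 50%; inconclusive = only one of those two conditions met; inactive = mean below 50% and too few replicates reaching it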;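 also: 0% = median of the neutral control wells and 100% = twice that signal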
DYRK1A inh – rat Dyrk1A kinase inhibitors, primary screen, biochemical, single point, plate reader; Dual specificity tyrosine-phosphorylation-regulated kinase 1A (Rattus norvegicus), Q63470; hit rate 0.43% among 310,000; ADP-Glo luminescence, NFATc1 peptide; inhibition, % at 12.5 µM; in the data active = inhibition above about 50%;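 also: plate controls were vehicle with enzyme for no effect and no enzyme for full effect; many of its hits are not listed in these tables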
PolyA inhibitor – polyadenylation inhibitors in yeast reporter cells, primary screen, luminescence, S. cerevisiae | S. cerevisiae SKY197-pL101 polyadenylation reporter, beta-gal luminescence; efflux-impaired pdr1/pdr3 knockout yeast; score 100 = 6 SD above DMSO | calls only at 12 µM | hit rate 0.02% among 300,000;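 active = lowest replicate activity score at least 50, where 100 means six control SD above control mean; inconclusive = lowest score under 50 but half or more replicates reach 50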;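 also: yeast exposed to compound for 9 h at 30 °C; higher score means more reporter readthrough which indicates perturbed polyadenylation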
GSK3A inh – blockers of GSK3A enzyme activity – biochemical, luminescence, cell-free homogeneous, HTS, primary screen | Glycogen synthase kinase-3 alpha (Homo sapiens), P49840 | GSK-3 alpha kinase, ADP-Glo luminescence, 60 min | inhibition, % at 10 µM | hit rate 0.1% among 320,000;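 in the data active = inhibition above about 50%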;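 also: GST-tagged GSK-3 alpha with peptide substrate and 25 µM ATP; 0% = DMSO neutral wells and 100% = GW8510 positive control wells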
Target sequence (P49840 whole entry, looked up): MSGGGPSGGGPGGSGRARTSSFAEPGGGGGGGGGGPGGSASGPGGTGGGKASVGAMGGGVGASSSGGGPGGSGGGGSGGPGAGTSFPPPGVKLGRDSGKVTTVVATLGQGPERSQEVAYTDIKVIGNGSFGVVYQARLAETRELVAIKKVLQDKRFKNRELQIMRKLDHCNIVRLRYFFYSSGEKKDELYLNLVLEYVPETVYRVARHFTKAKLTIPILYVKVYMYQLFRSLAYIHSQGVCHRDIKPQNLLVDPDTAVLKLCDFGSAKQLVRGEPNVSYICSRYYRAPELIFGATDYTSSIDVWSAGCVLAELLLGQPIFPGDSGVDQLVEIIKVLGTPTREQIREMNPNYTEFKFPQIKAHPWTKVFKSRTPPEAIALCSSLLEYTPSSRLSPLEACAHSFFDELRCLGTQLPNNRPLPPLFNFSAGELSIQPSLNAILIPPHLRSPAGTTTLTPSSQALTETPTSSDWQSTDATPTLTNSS
HDAC3 inh – HDAC3 deacetylase inhibitors, primary screen, biochemical, fluorescence, cell-free homogeneous. recombinant HDAC3, fluorogenic peptide/trypsin coupled. hit rate 0.15% among 320,000. Histone deacetylase 3 (Homo sapiens), O15379. AID 2718, 2010. inhibition, % at 8.3 µM; in the data active = inhibition above about 26%, passing the limit was not always enough; inconclusive = no clear call, values can overlap the other calls
Target sequence (O15379 whole entry, looked up): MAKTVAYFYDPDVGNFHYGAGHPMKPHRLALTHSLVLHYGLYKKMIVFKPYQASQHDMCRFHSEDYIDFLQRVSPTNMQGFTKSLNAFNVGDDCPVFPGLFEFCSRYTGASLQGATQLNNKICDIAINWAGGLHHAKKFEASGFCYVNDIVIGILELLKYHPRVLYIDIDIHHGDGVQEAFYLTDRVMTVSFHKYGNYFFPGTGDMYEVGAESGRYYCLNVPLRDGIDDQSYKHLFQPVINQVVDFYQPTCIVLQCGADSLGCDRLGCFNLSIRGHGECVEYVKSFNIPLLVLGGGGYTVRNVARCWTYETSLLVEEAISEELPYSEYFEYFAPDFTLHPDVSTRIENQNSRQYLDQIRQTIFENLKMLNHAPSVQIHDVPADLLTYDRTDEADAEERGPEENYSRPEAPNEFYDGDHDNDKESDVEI
GSK3beta inhib – human GSK3beta kinase inhibitors, primary screen, biochemical, cell-free homogeneous, HTS; Glycogen synthase kinase-3 beta (Homo sapiens), P49841; GST-GSK3beta kinase, ADP-Glo luminescence, 60 min; hits give low values; activity score (negative = inhibition), % at 10 µM; hit rate 0.038% among 300,000; AID 2097, 2009;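 active = more than half of replicate wells score below -50%, meaning over 50% inhibition versus plate controls; inconclusive = some replicates but at most half score below -50%; inactive = no replicate scores below -50%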;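 also: 0% = median DMSO wells and -100% = median GW8510 positive control wells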
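Test system: GST-fused GSK3beta enzyme, cell-free | Quantity: 1.6 ng GST-GSK3beta enzyme per well | Reagent: 25 µM ATP with peptide substrate | Schedule: 60 min enzyme reaction, room temperature | Signal: Luminescent ADP-Glo measurement of ADP formed | Read-out basis: Score relative to plate controls | Control set: DMSO and 20 µM GW8510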
Platelet DG rel – inhibitors of platelet dense granule secretion, primary screen, cell-based, MLPCN, human platelets | hit rate 0.22% among 300,000 | AID 1663, 2009 | human platelet-rich plasma, SFLLRN dense granule ATP release, luminescence | inhibition, %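 (compounds screened at 7.5 µM in platelet-rich plasma)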;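 active = mean replicate score, as percent of positive control, at or above 50; inconclusive = mean below 50 but at least one replicate at or above 50; inactive = mean and every replicate below 50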
AI-2 QS modul – Vibrio harveyi AI-2 quorum sensing modulators, primary screen, JMH597 strain, luminescence/OD600 ratio | Vibrio harveyi JMH597 AI-2 luminescence/OD600 ratio, 9 h; hits give low values; strain lacks LuxN and CqsS sensors; 0 = neutral-control median | activity change, % at 7.5 µM | hit rate 0.4% among 300,000 | AID 2094, 2009; in the data active = activity change below about -75%, passing the limit was not always enough; inconclusive = no clear call, values can overlap the other calls;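 also: luminescence divided by OD600 gain over 9 h not by final OD600 alone; inactives centre near 13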
The depositor's hits bear a star; i = inactive; ? = inconclusive; . = not tested or not shown.

SMILES	HSF1 inh	HSP90 inh	HSF1 activator	DYRK1A inh	PolyA inhibitor	GSK3A inh	HDAC3 inh	GSK3beta inhib	Platelet DG rel	AI-2 QS modul
Cc1cccc(NC(=S)N2CCN(S(=O)(=O)c3ccccc3)CC2)c1	.	9	.	1	.	.	2	-2	.	10
CCOc1ccc(C(=O)NCC(=O)NCC(c2ccc(OC)cc2)N2CCOCC2)cc1OCC (stereo not given)	-4	.	0	7	i	-2	4	-8	-4	20
CCCOc1c(Cl)cc(/C=N/O)cc1OCC	-10	-1	-3	-3	i	2	12	1	-6	27
NC(=O)c1nnn(-c2ccc([N+](=O)[O-])cc2)c1-c1ccccc1	-15	0	-8	2	i	0	1	0	21	8
COc1ccc(-c2n[nH]c(C)c2-c2ccc(Cl)cc2)c(O)c1	6	-1	30	2	i	-3	5	1	3	10
Cc1cccc(C)c1Nc1c(-c2ccc(N3CCOCC3)cc2)nc2ncccn12	3	0	-5	3	i	0	-8	-3	7	33
Cc1ccc(-n2nc3c(c2NC(=O)c2ccc4c(c2)OCO4)CS(=O)(=O)C3)cc1	0	-4	7	-1	i	0	12	0	0	25
CCCn1c(=O)c(C(=O)Nc2ccccc2)c(O)c2ccccc21	1	-3	0	-1	i	-3	-1	1	7	10
CCCC(=O)Nc1cc2c(cc1C(C)=O)OCCO2	-6	-2	-6	-15	i	-1	-7	1	-8	0
O=S(=O)(c1ccc2ccccc2c1)N1CCCCCC1	-21	-2	-35	-5	i	-1	3	2	0	16
O=C1CCC(C(=O)NC2(C(=O)NC3CCCCC3)CCCCC2)N1 (stereo not given)	-1	1	12	-2	i	-3	-3	-2	3	32
O=C(C1CCCN(S(=O)(=O)c2cccnc2)C1)N1CCN(c2ccccn2)CC1 (stereo not given)	-12	2	-11	13	i	.	-10	-3	0	11
CC(=O)NCCn1c(SCC(=O)Nc2ccc(C)cc2)nc2ccccc2c1=O	-9	-4	4	0	i	0	3	-9	-5	11
COc1ccc(Oc2ccc(N/C=C3/CCCC3=O)cc2)cc1	-1	-1	0	0	i	.	.	1	-27	-1
COc1cccc(-c2nc(CS(=O)(=O)CC(=O)Nc3ccccc3Br)c(C)o2)c1	-1	2	17	-4	i	-2	0	-1	-3	9
CC(C)(C)C1(O)CC(C(F)(F)F)=NN1C(=O)CCCc1ccccc1 (stereo not given)	-7	-1	-10	-6	i	-1	11	3	0	9
COc1cc2c3c(c1)c(C1=NC(=S)NC1=O)c(O)n3C(C)(C)C=C2C	-5	2	2	4	i	-4	-6	2	7	10
COc1ccc(OC)c(NC(=O)CSc2nc3ccccc3c(=O)n2CCNC(C)=O)c1	0	0	-1	-3	i	-4	-2	-1	9	8
COC(=O)c1ccccc1NC1=C/C(=N\S(=O)(=O)c2ccc(C(=O)O)cc2)c2ccccc2C1=O	-1	77*	-4	40	i	10	7	7	-2	55
COc1cccc(N2C(=O)N(c3ccccc3)C3CS(=O)(=O)CC32)c1 (stereo not given)	-84*	-2	-88	-5	i	-3	-4	0	13	27
NCCOc1ccccc1OCCN	-9	-2	5	-11	i	2	-2	0	2	16
CN1OC2C(=O)N(c3ccccc3)C(=O)C2C1c1ccc(F)cc1 (stereo not given)	7	-3	-3	-5	i	9	-3	-1	-5	14
Cc1ccc(Cn2nnc3c(=O)[nH]c(C4CCN(C(=O)c5cccs5)CC4)nc32)cc1	-1	2	-17	-12	i	1	-1	0	-6	31
Cc1cccc(NC(=O)c2cc(N3C(=O)CCC3=O)ccc2Cl)n1	4	1	-1	-9	i	5	0	-3	12	26
NC(=O)CC[C@H](NC(=O)OCc1ccccc1)C(=O)OCc1ccc(Cl)cc1	-3	-1	7	-1	i	-2	9	1	-4	8
Cc1ccc(N2C(=O)c3ccccc3NC2(C(=O)O)c2ccccc2)cc1Cl (stereo not given)	26	0	24	-3	i	-4	0	-1	-2	-4
O=C(COC(=O)c1cccc(C(F)(F)F)c1)NCc1ccc(Cl)cc1	1	1	5	-13	i	-2	5	-11	-8	15
CCc1ccc(NC(=O)c2cc(C)nn2-c2ccccc2)cc1	10	4	-4	-1	i	-2	3	-3	-2	-1
Cc1ccc(OCCOC(=O)C2CCN(S(=O)(=O)c3ccc(C)c(C)c3)CC2)cc1	-5	.	-10	1	i	-1	10	-2	-16	14
O=c1oc2ccccc2n1CSC1=NCCS1	20	1	28	1	.	-1	3	-1	-3	2
CC(C)(C)NC(=O)CSc1nc(O)cc(=O)n1-c1ccccc1	5	3	8	-5	i	-5	-3	3	2	13
CC1(C)Cc2c(sc(NC(=O)C(=O)NCC3CCCO3)c2C(=O)O)CO1 (stereo not given)	5	-4	-11	0	i	-5	5	4	-1	38
Cc1nc(SCC(=O)NC(=O)NCc2ccco2)nc(C)c1C	6	-1	34	.	i	-2	1	-4	-1	19
COc1ccc(NC(=S)NC(=O)c2ccccc2Cl)cc1	6	1	22	-3	i	0	4	-1	-2	0
Cc1ccccc1NCc1nc2ccccc2n1C	37	10	?	4	i	-1	6	4	20	-1
S=C(NCCc1ccccc1)N1CCCCC1	18	3	30	0	i	-2	0	-2	-6	3
COC(C(=O)N/N=C/c1ccc(OCC(=O)N2CCOCC2)cc1)c1ccccc1 (stereo not given)	-3	6	-8	2	i	0	3	6	2	5
O=c1oc(-c2cccc([N+](=O)[O-])c2)nc2ccccc12	2	1	28	13	i	-2	0	-1	-5	6
CCOC(=O)C1(CC2CCCCO2)CCN(Cc2cc(F)ccc2-n2cccn2)CC1 (stereo not given)	-5	-3	-7	-2	i	0	-4	3	-12	13
COc1ccc(OCc2cc(C(=O)N3CCSCC3)no2)c(Cl)c1	12	-2	33	-3	i	-3	0	2	-3	21
Cn1c(=O)c2c(nc(N3CCOCC3)n2CC(=O)C23CC4CC(CC(C4)C2)C3)n(C)c1=O	2	-2	13	-7	i	-1	4	-4	10	8
C/C=C/C(=O)OCC(=O)Nc1nc2ccc(C)cc2s1	9	1	-2	-3	i	1	3	1	12	-15
CCOC(=O)CN1CC23C=CC(O2)C(C(=O)Nc2ccc(OC)cc2OC)C3C1=O (stereo not given)	-3	0	-5	-3	i	-4	9	0	2	6
CCOc1ccc2cc(C#N)c(SCC(=O)NC(C)CC)nc2c1 (stereo not given)	-30	4	-44	.	i	-2	-3	-17	9	6
COc1ccc(S(=O)(=O)NC(C)C)cc1-n1cnnn1	1	-1	-8	-2	i	-1	-5	2	-10	7
COc1ccc2[nH]c3c(=O)n(CCCCC(=O)N4CCCC4)c(=S)[nH]c3c2c1	-9	12	21	-7	i	-1	-1	-2	-18	20
O=C1C2CC=C(Cl)CC2C(=O)N1CCC[n+]1cccc2ccccc21 (stereo not given)	0	-3	-1	-11	i	.	.	2	3	17
Cc1cc(NC(=O)C(C)Sc2nc(-c3ccccc3)cc(=O)[nH]2)no1 (stereo not given)	4	-1	10	1	i	-1	-1	4	-5	-6
COc1ccccc1N(CC(=O)NCCSCc1ccccc1)S(C)(=O)=O	-1	0	2	.	i	0	-1	1	-3	0
COc1cc(C(=O)Nc2cc(C(F)(F)F)ccc2Cl)cc(OC)c1OC	13	1	6	5	i	-2	-3	-3	-2	23
O=C(c1ccc(F)c(F)c1)N1CCCc2ccccc21	-2	-4	-4	1	i	3	6	-1	2	7
COc1ccc(CNC(=O)C/C(C)=N/NC(=O)c2cnccn2)cc1	0	3	-4	3	i	-2	5	-1	-1	-1
CC1CCCN(Cc2cnc(Cl)s2)C1 (stereo not given)	-5	1	-18	-3	.	-4	1	-1	4	17
COC(=O)C(O)(CC(=O)Nc1ccc(C)c(F)c1)C(F)(F)F (stereo not given)	5	9	1	-6	i	-2	10	1	-4	15
CCN(Cc1ccccc1)C(=O)C(C)OC(=O)c1cc(S(=O)(=O)Nc2c(C)n(C)n(-c3ccccc3)c2=O)ccc1C (stereo not given)	-5	0	1	1	i	4	3	0	4	27
COc1ccc(/C=C2/SC(=S)NC2=O)cc1OCc1ccccc1	8	-8	2	1	i	0	-1	1	4	28
Cc1[nH]c2ccccc2c1-c1csc(NC(=O)CSCCO)n1	-8	-6	-4	6	i	0	-1	2	13	-13
CCS(=O)(=O)c1nc(S(=O)(=O)c2ccc(Cl)cc2)c(N2CCN(CCO)CC2)s1	-1	6	11	.	i	0	?	0	6	15
C/C(CC(=O)NCc1ccco1)=N\NC(=O)Cc1ccc(Cl)cc1	-6	4	9	-26	i	3	-1	2	-2	3
COc1ccccc1/C=C1\SC(=S)N(N2C(=O)CCCC2=O)C1=O	-7	-1	0	-4	i	1	5	3	1	10

Further records:
SMILES	HSF1 inh	HSP90 inh	HSF1 activator	DYRK1A inh	PolyA inhibitor	GSK3A inh	HDAC3 inh	GSK3beta inhib	Platelet DG rel	AI-2 QS modul
Cc1ccc(CC2CC(=O)N(c3cc(C)ccc3C)C2=O)cc1 (stereo not given)	7	-3	33	0	i	1	-1	2	-8	11
CCOC(=O)c1cn[nH]c1NC(=S)Nc1ccc(Cl)cc1	-35	16	-46	.	i	-3	-2	2	2	14
Cc1c(N2C(=O)CSC2c2ccc([N+](=O)[O-])cc2)c(=O)n(-c2ccccc2)n1C (stereo not given)	-4	1	12	4	.	-1	-1	-4	7	28
Cc1ccc(C(=O)OCc2ccc3c(c2)OCO3)cc1S(=O)(=O)N1CCCCC1	8	-2	32	-1	i	1	1	1	16	0
COc1ccccc1C1CCN(C(=S)Nc2ccc(Br)cc2)CC1	?	12	-61	.	i	-3	-6	10	-2	15
O=C(CCc1ccccc1)N1CCN(c2ccc([N+](=O)[O-])cc2)CC1	-3	-4	-7	-2	i	0	7	-2	0	14
O=C(Nc1cccc(Cl)c1)Nc1ccc2c(c1)OCO2	25	-2	30	-1	i	-2	-7	1	4	-35
CCOC(=O)C1CCN(C(=O)Cn2cnc3sc(C)c(S(=O)(=O)N4CCC(C)CC4)c3c2=O)CC1	4	0	11	5	i	-1	0	1	1	27

Screening data from PubChem BioAssay.

Some of the compounds tested; the hit share may differ from the screen's.
